AmpC inh det = inhibitors of E. coli AmpC beta-lactamase with detergent. purified AmpC, nitrocefin hydrolysis with detergent. Potency, µM (doses to about 28.7 µM), without a hit: at the top dose activity change, negative = inhibition. hit rate 0.09% among 71,000. AID 584; active = well fitted curve in the direction sought with a large enough effect
Target sequence (P00811 whole entry, looked up): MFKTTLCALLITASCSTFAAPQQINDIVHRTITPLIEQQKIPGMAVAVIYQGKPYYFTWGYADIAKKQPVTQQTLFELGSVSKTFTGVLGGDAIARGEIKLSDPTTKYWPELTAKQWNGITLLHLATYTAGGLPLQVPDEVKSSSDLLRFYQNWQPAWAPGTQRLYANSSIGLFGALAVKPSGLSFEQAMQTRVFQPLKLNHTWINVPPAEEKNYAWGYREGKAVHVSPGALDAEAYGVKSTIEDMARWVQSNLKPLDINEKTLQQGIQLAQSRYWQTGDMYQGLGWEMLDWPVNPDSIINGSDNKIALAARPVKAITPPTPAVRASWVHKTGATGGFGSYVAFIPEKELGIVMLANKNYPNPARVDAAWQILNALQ
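E. coli AmpC (5.3 nM) in 20 mM phosphate pH 7.0 with 0.01% Triton X-100, preincubated 15 min RT with compound; nitrocefin (2 uL of 800 uM stock) hydrolysis followed by 480 nm absorbance every 20 s over 4 min.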
Numbers without * were called inactive; & = joins results of further samples; [ ] = remark or other dose. % is set by controls: 0 for no effect and ±100 for the full control effect; potency is the fitted concentration of half-maximal effect. Only part of the results is shown; count on the stated rates, not on these rows.

SMILES | AmpC inh det
Cc1c(Nc2ncccc2C(=O)O)cccc1C(F)(F)F | -0.6%[12.8 µM]
Cc1ccc(-c2noc(CCC(N)=O)n2)cc1 | -2.7%
c1ccc(-c2cnc(-c3ccc(-c4ncc(-c5ccccc5)o4)cc3)o2)cc1 | -3.2%[5.75 µM]
CC1CCCCN1C(=O)CSc1nc2ccsc2c(=O)n1Cc1ccccn1 (stereo not given) | -0.7%
CCCc1cc2c(cc1NS(=O)(=O)c1ccc(CCNC(C)=O)cc1)OCO2 | -2.9%
O=C1c2ccccc2C2(c3ccc(Cl)cc3)NCCN12 (stereo not given) | -3.0%
C[C@]12C=CC(=O)C=C1CC[C@@H]1[C@H]3C[C@@H](O)[C@](O)(C(=O)CO)[C@@]3(C)C[C@H](O)[C@]12F | -3.1%[12.8 µM]
Cc1cc(O)c2c(-c3ccccc3)cc(=O)oc2c1 | -3.3%
O=C(CN1CCC(NC(=O)c2ccc(F)cc2)CC1)NCc1ccccc1F | 10.4%
C=C(C)C#N | 9.1%
Cc1cc(C)c(C(=O)CC2(O)C(=O)Nc3ccccc32)cc1C (stereo not given) | -6.3%
Cc1cc(NCCCN)nc(-c2ccccc2O)n1 | 17.3%
CC(C)(C)OC(=O)N1Cc2ccccc2C[C@H]1C(=O)O | -2.6%
COc1cccc(C(=O)Nc2c3c(nn2-c2ccccc2C)CS(=O)C3)c1OC (stereo not given) | -3.7%
COC(=O)CC1C(=O)NCCN1C(=O)NC1CCCCC1 (stereo not given) | -3.8%

The final five compounds of the part above open the next one:
SMILES | AmpC inh det
Cc1cc(C)c(C(=O)CC2(O)C(=O)Nc3ccccc32)cc1C (stereo not given) | -6.3%
Cc1cc(NCCCN)nc(-c2ccccc2O)n1 | 17.3%
CC(C)(C)OC(=O)N1Cc2ccccc2C[C@H]1C(=O)O | -2.6%
COc1cccc(C(=O)Nc2c3c(nn2-c2ccccc2C)CS(=O)C3)c1OC (stereo not given) | -3.7%
COC(=O)CC1C(=O)NCCN1C(=O)NC1CCCCC1 (stereo not given) | -3.8%
NC1=NC(=O)CC(C(=O)NCCc2ccccc2)S1 (stereo not given) | -2.2%
O=C(Nc1nccs1)c1cnccn1 | -6.6%
Cn1c(=O)c(-c2ccccc2)nn2c3ccccc3nc12 | 9.6%
CCn1c(SCC(=O)OCc2ccccc2)nc2c1c(=O)n(C)c(=O)n2C | -0.9%
COc1ccccc1CNC(=O)CCS(=O)(=O)c1cccs1 | -0.3%
Cc1ccc(C(=O)N2CCN(c3ccc(NC(=O)c4cccnc4)cc3)CC2)cc1 | -0.5%
COc1ccc(OC)c(-c2cc(C(=O)Nc3c(C)nn(Cc4ccccc4C)c3C)no2)c1 | -2.6%
O=P(O)(O)CCP(=O)(c1ccccc1)c1ccccc1 | 4.8%
CCOC(=O)c1ccc(N2Cc3cc(C)c(C)cc3C2)cc1O | 11.6%
O=C1c2ccccc2C(O)(Cc2ccccc2)N1Cc1ccco1 (stereo not given) | -3.9%
COCC(=O)N1CCC2(CCCN(c3ccncc3)C2)CC1 | -1.2%
COCCNC(=O)CSCc1nc(-c2ccc(SC)cc2)oc1C | -4.1%
Cc1cc(NC(=O)c2ccc3c(c2)C(=O)N(C2CCCCC2)C3=O)no1 | 8.4%
Cc1nc(Nc2ccccc2)c2nc(-c3ccccc3)n(CCN3CCOCC3)c2n1 | 6.1%
Cc1ccccc1NC(=O)C1CCCN(S(=O)(=O)c2cnc[nH]2)C1 (stereo not given) | 6.8%

3 compounds already listed, arranged by count of non-hydrogen atoms, low to high.
SMILES | AmpC inh det
Cn1c(=O)c(-c2ccccc2)nn2c3ccccc3nc12 | 9.6%
CCOC(=O)c1ccc(N2Cc3cc(C)c(C)cc3C2)cc1O | 11.6%
Cc1ccc(C(=O)N2CCN(c3ccc(NC(=O)c4cccnc4)cc3)CC2)cc1 | -0.5%

Further structures
SMILES | AmpC inh det
N[C@@H]1C[C@H]1c1ccccc1 | 0.4%
CCOC(=O)c1ccc2c(c1)nc(SCc1cn3ccsc3n1)n2CC | 15.9%
CC(=O)c1cc(-c2ccccc2)n(CC(=O)N2CCC(N3CCCCC3)CC2)c1C | 0.3%
CCCCC[C@H](O)CCCC(=O)O | -2.6%
Cc1cccc(-n2c(N)cc(=O)[nH]c2=S)c1C | -1.5%
O=C(c1cc(C2CC2)on1)N1CCN(C(c2ccccc2)c2ccccc2)CC1 | 8.0%
CCCCN(CC)S(=O)(=O)c1cccc2cccnc12 | 12.9%
CNc1nc(OC)nc(N2CCOCC2)n1 | -5.7%
COc1ccc(NC(=O)N2CC[C@@]3(CCCN(C(=O)c4cccn4C)C3)C2)cc1 | -1.9%
O=C(CSc1nc(-c2ccccc2)cc(=O)[nH]1)N1CCOCC1 | -5.9%
Cn1c(SCC(=O)N2CCCCC2)nnc1-c1ccc(S(=O)(=O)N2CCOCC2)cc1 | -1.9%
Cc1ccc(S(=O)(=O)CCC(=O)OCC(=O)Nc2cc(C)on2)cc1 | -0.2%
CCn1nccc1C(=O)Nc1cc(Cl)ccc1Cl | 1.3%
COC(=O)Nc1c(C(=O)OC)cc(OC)c(OC)c1OC | 6.3%
O=c1c(-c2ccc(F)cc2)nc2cnc(Nc3ccccc3)nc2n1Cc1cccs1 | -0.6%
COC(=O)CSc1nc(NC(C)C)nc(N2CCOCC2)n1 | -2.2%
COc1ccc(C(=O)COC(=O)CN2C(=O)NC(C)(C)C2=O)cc1OC | -3.7%
O=C1c2ccccc2N2C(=O)c3ccccc3C2N1Cc1ccco1 (stereo not given) | 0.6%
CC(C)N(C(=O)CSc1nnc(-c2cc3ccccc3cc2O)n1Cc1ccco1)C(C)C | -4.8%
COC(=O)c1ccc(Nc2cc(C)nc3nc(C)nn23)cc1 | 4.8%
CCOC(=O)C1CN(C)CCC1=O (stereo not given) | -1.5%
COc1ccc(C2N3CC4(C)CN2CC(C)(C3)C4=O)cc1OC (stereo not given) | 11.0%
C[C@H](CN(C)C)C(O)(c1ccccc1)c1ccccc1 | 0.5%[5.75 µM]
O=C(C1CCCO1)N1CCC(O)(c2ccccc2)CC1 (stereo not given) | 3.7%
O=C(Nc1ccc2c(c1)OCO2)c1cc(C2CC2)on1 | 7.4%
Cc1ccc(-c2cc(C(F)F)nc(NCc3cccnc3)n2)cc1 | 8.9%
COc1ccccc1NC(=O)CN1C(=O)CCS(=O)(=O)c2ccccc21 | 9.3%
Cc1sc2ncn3c(C)nnc3c2c1C | -1.3%
Nn1c(SC/C=C/c2ccccc2)nnc1-c1cccnc1 | -3.6%
Cc1noc(C(=O)Nc2ccc3c(c2)OCO3)c1Cl | 4.3%
CCC[C@@H]1C[C@@]1(CCC)C(NS(=O)(=O)c1cccc2cccnc12)c1ccc(Cl)cc1 (stereo not given in full) | 2.9%
O=S1(=O)N=C(Nc2ccc(O)c(CN3CCCCC3)c2)c2ccccc21 | -0.5%
CCCCCC[C@H]1C(=O)O[C@@H](C)[C@H](NC(=O)c2cccc(NC=O)c2O)C(=O)O[C@@H](C)[C@@H]1OC(=O)CC(C)C | -3.0%
COc1ccc(-c2noc(CSc3nc(N)c(-c4ccccc4)c(=O)[nH]3)n2)cc1OC | -5.7%
O=C(CSc1nc(-c2ccco2)cc(C(F)(F)F)n1)NCCCn1ccnc1 | 7.1%
CC1(C)NC(=O)N(CC(O)CN2CCCCC2)C1=O (stereo not given) | -5.3%
CCS(=O)(=O)Nc1cccc(C(=C2CCCCC2)c2cnc[nH]2)c1 | -0.2%
CC(C)Oc1ccc(NC(N)=O)cc1 | -2.0%
O=C(O)Cn1c(P(=O)(O)c2ccccc2)nc2ccccc21 | -2.1%
COC(=O)C1=C(N)Oc2cc(C)n(Cc3ccncc3)c(=O)c2C1c1cccnc1 (stereo not given) | -5.9%
c1ccc(CSc2ncccn2)cc1 | -1.6%
COc1ccc(Cl)cc1NC(=O)Cn1cccc1 | 1.4%
Nc1cc(Cl)ccc1Oc1ccccc1 | -1.0%
CC1=CC(=O)C2=C(C)CC[C@@H]3[C@H](OC(=O)[C@H]3C)[C@H]12 | -1.4%
CCc1ccc(NC(=O)c2cccnc2)cc1 | -3.0%
COC(=O)c1cccc(NC(=O)c2nn(C)c(=O)c3ccccc23)c1 | -6.4%
O=S(=O)(/N=C/N1CCOCC1)c1ccc(Cl)cc1 | -0.9%
Clc1ccccc1-c1ccc2ncnc(NCc3cccnc3)c2c1 | 8.3%
COC(=O)c1c(NC(=O)C2CC2)sc2c1CCN(C(C)=O)C2 | 15.2%
COc1ccc(-c2cc(C(F)F)n3ncc(C(=O)N4CCSCC4)c3n2)cc1 | -2.7%
CC(=O)C1=C(O)C=C(c2ccco2)CC1c1ccco1 (stereo not given) | -1.5%
Cc1onc(-c2ccccc2Cl)c1C(=O)NCc1ccco1 | 7.2%
O=C(Nc1ccccc1)N1CCCC2(CCN(S(=O)(=O)c3ccccc3)CC2)C1 | 1.0%
CCN(CC)CCCN1C(=O)c2oc3ccccc3c(=O)c2C1c1cccnc1 (stereo not given) | -1.2%
CC1(C)[N+]([O-])=C2C(=[N+]([O-])C1(C)C)c1ccccc1/C2=N\O | -2.2%
COc1ccccc1CNC(=O)c1ccc(CNc2c(N3CCCC3)c(=O)c2=O)cc1 | 2.2%
COC(=O)COc1ccc(S(=O)(=O)Nc2ccc3c(c2)OCO3)cc1 | -6.2%
COc1ccc2c(c1)c(C(=O)N1CCN(C)CC1)c(C)n2-c1ccccc1 | 13.1%
Cc1scc(C(=O)Nc2ccon2)c1-c1ccccc1 | 2.2%
CC1CCN(Cc2nc3c(c(=O)n(C)c(=O)n3C)n2CCc2ccccc2)CC1 | 13.7%

Continuation.
SMILES | AmpC inh det
Cc1ccc2c(NC(=O)C3CC3)cccc2n1 | 0.9%
Cc1cccc(C(=O)NC2CC3CCCC(C2)N3C(=O)NC2CCCCC2)c1 (stereo not given) | 3.2%
COc1ccc2[nH]c(=O)c(CN(Cc3nnnn3Cc3ccco3)C3CCCCC3)cc2c1 | 2.0%
COc1ccc(OC)c(NC(=O)C(CC(C)C)NC(=O)C2CCCCC2)c1 (stereo not given) | 13.4%
COc1ccc(NC(=O)CSC2=NC(=O)CC(C)=N2)cc1 | -2.5%
O=C(c1ccco1)N1CCC2(CCN(Cc3ccccc3)CC2)CC1 | -2.9%
CS(=O)(=O)N(CC(=O)NCc1ccc2c(c1)OCO2)Cc1ccccc1 | -0.1%
O=C(Oc1ccccc1)N1CCC2(CCCN(Cc3ccccc3)C2)CC1 | -2.4%
O=c1cc(-c2ccccc2O)oc2cc(O)cc(O)c12 | -1.4%
CCC(C)NS(=O)(=O)c1cccs1 (stereo not given) | -1.9%
c1ccc(CC2CNc3ccccc3CN2)cc1 (stereo not given) | 0.4%
COc1ccccc1-n1c(CNC(=O)c2ccccc2)nnc1SCC(=O)Nc1nnc(C)s1 | 7.4%
O=C(NC1CCC(NC(=O)C(F)(F)C(F)F)CC1)C(F)(F)C(F)F (stereo not given) | 16.0%
Cc1cccc(C)c1NC(=O)CSCCO | 6.4%
NCCc1ccc(O)cc1 | -0.1%&11.2%&-2.3%
O=C(C1CCN(S(=O)(=O)c2cccs2)CC1)N1CCCCCC1 | 9.7%
CCCc1cc(=O)n2[nH]c(CCc3ccccc3)nc2n1 | -2.1%
O=c1[nH]c(=O)n(CCO)c2nnn(Cc3ccccc3)c12 | 1.8%
CCN(CC)C(=O)C1CCN(Cc2ccc(Br)cc2)CC1 | -1.7%
CN(C)c1ccc(C(=C2C=CC(=[N+](C)C)C=C2)c2ccccc2)cc1 | -2.6%[5.75 µM]
CCOc1ccc2[nH]c(C)c(CN3CCCCC3)c(=O)c2c1 | 23.4%
Cn1c(C(=O)N2CCC(C(=O)N3CCC4(CC3)OCCO4)CC2)cc2sccc21 | -1.3%
COc1ccccc1-c1nccc(Nc2ccc(F)cc2)n1 | 8.2%
CCOC(=O)c1ccc2[nH]cc(C(C)=O)c(=O)c2c1 | 1.8%
COc1ccc(NC(=O)Cn2nnc(C(N)=O)c2N)c(OC)c1 | -4.7%
CCCC[C@H]1C(=O)N(c2ccccc2)N(c2ccc(O)cc2)C1=O | -1.9%[12.8 µM]
CN(C)C(=O)c1ccc(-c2cc(-n3ccnc3)ncn2)cc1 | -19.3%
CC1Cc2ccccc2N1C(=O)CSc1nnc2n1C(C)(C)Cc1ccccc1-2 (stereo not given) | 0.6%
COc1ccc(S(=O)(=O)CCc2nc3ccccc3s2)cc1 | 4.2%
O=C(Nc1cccc(F)c1)N1CC2(CCN(C(=O)c3ccncc3)CC2)C1 | 16.4%
CCN(CCCNC(=O)C1CCN(S(=O)(=O)c2c(C)[nH]c(=O)[nH]c2=O)CC1)c1cccc(C)c1 | -1.9%
C/C(=N\O)C1(C)N(O)C(C)(C)C(c2ccc(Br)cc2)=[N+]1[O-] (stereo not given) | 9.4%
Cc1cc(NC(=O)CCOc2ccccc2)no1 | -7.9%
CC(C)C(c1nnnn1C1CCCC1)N1CCN(C(=O)c2ccco2)CC1 (stereo not given) | -2.2%
O=C(CSc1ncccn1)NCc1ccccc1Cl | -2.9%
C=CCN(CC=C)C(=O)Cc1ccc(F)cc1 | -3.5%
COc1cccc(C(=O)OCn2nnc3ccccc3c2=O)c1 | -0.8%
COC(=O)c1cccc(S(=O)(=O)N2CCC(NC(=O)NC34CC5CC(CC(C5)C3)C4)CC2)c1 | 11.2%
O=C(O)c1cc(=O)c2ccc(Cl)cc2[nH]1 | 0.2%&-2.8%
Cc1nnc(NC(=O)C2CCN(c3cnccn3)CC2)s1 | -0.9%
C=C(C)CN(CC)C(=O)CSc1nc2ncc(Cl)cc2[nH]1 | -3.6%
COc1cccc(-c2ccc(-c3noc(-c4ccccc4F)n3)c(OC)n2)c1 | 0.4%
Cc1cc(C)c2c3c(c(-c4ccccc4)n2n1)c(=O)n(C)c(=O)n3C | -3.3%

Assay outcomes: PubChem, National Center for Advancing Translational Sciences (NCATS)
